From PubChem BioAssay
BAP1 inh = blocks human BAP1 ubiquitin-AMC hydrolysis. AID 436. hit rate 0.48% among 72,000. Q92560. activity remaining (% of control), % at 20 µM. recombinant BAP1, Ub-AMC hydrolysis fluorescence kinetic; stronger effect = lower value;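 active = activity remaining at or below 50% of control, provided the compound also passes the data quality filters; inactive = the rest, including low values that fail the filters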;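 also: 100% = DMSO wells rate and 0% = substrate alone blank rate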
HePTP inhibitor = inhibitors of human HePTP phosphatase. AID 521. recombinant HePTP phosphatase activity, OD absorbance. inhibition, % at 20 µM. P35236. hit rate 0.64% among 110,000; in the data active = inhibition above about 50%;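 also: plate controls were vehicle for no effect and reference inhibitor for full effect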
Target sequence (P35236 whole entry, looked up): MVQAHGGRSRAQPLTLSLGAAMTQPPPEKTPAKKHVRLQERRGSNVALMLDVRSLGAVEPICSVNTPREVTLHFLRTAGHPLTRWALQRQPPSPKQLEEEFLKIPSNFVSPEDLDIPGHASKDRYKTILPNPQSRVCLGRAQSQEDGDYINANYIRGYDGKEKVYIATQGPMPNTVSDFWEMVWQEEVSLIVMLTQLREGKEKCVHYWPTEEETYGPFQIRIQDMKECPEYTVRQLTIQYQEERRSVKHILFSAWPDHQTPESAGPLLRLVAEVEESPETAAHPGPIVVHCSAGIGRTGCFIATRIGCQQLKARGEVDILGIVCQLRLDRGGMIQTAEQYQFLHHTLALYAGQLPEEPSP
The depositor's hits bear a star; · = no result given; & = joins results of further samples. Compounds as they come. Share with any hit: about 0.83%.

1	O=C(O)CCCCCN1C(=O)C(=O)/C(=C(/O)c2ccccc2)C1c1ccc(F)cc1 (configuration not stated)
2	Cc1ccc(Cl)cc1N1CCN(C(=O)CN2C(=O)c3cccc4cccc2c34)CC1
3	COc1cc(CC(=O)Nc2ccc(S(=O)(=O)Nc3ncccn3)cc2)cc(OC)c1OC
4	COCCNC(=O)C(c1cccs1)N(C(=O)Cn1nnc2ccccc21)c1cccc(C(C)=O)c1 (configuration not stated)
5	Cn1c2ccccc2c2cc(C3Nc4ccccc4C(=O)N3Cc3ccccc3)ccc21 (configuration not stated)
6	O=C(Nc1ccc2c(c1)OCO2)Oc1ccccc1
7	COc1ccc(NC(=O)c2ccc(NS(=O)(=O)c3c(C)noc3C)cc2)cc1OC
8	O=C(NN1C(=O)/C(=C/c2cccc3ccccc23)SC1=S)c1cccc(O)c1

assay / entry	1	2	3	4	5	6	7	8
BAP1 inh	·	·	68	123	·	110	84	·
HePTP inhibitor	-7	9	1	5	-3	2	5	-11

9	CCOC(=O)c1c(C2COc3ccccc3O2)csc1NC(=O)c1ccc(OC)cc1 (configuration not stated)
10	CCOc1ccc(Nc2oc(-c3ccco3)nc2C#N)cc1
11	Cc1cc(Cl)ccc1N(CC(=O)NCc1cccnc1)S(=O)(=O)c1ccccc1
12	NC(=S)N/N=C/c1ccc(-c2ccc(Cl)c(Cl)c2)o1
13	O=C(CC(C(=O)N1CCc2ccccc21)n1ccnc1)NCC1CCCO1 (configuration not stated)
14	COc1cccc(NC(=O)CCSc2nnc3scc(-c4ccccc4)n23)c1
15	CCOC(=O)c1[nH]c(=O)[nH]c1CSc1nc2ccccc2o1
16	Cc1ccc2c(c1)NC(=O)C(CC(=O)NCCCN1CCCC1=O)O2 (configuration not stated)

assay / entry	9	10	11	12	13	14	15	16
BAP1 inh	123	·	·	·	101	101	·	111
HePTP inhibitor	·	6	8	-7	-5	13	9	8

17	COc1ccc([N+](=O)[O-])cc1/C=C1/C(=O)NC(=O)N(c2ccc(C(C)C)cc2)C1=O
18	CCC(Oc1ccccc1)C(=O)N1CCN(c2ccc(Cl)cc2)CC1 (configuration not stated)
19	C=CCn1c(C)cc(C(=O)COC(=O)C2CC(=O)N(Cc3ccccc3)C2)c1C (configuration not stated)
20	c1ccc(C2=Nn3c(nnc3-c3ccncc3)SC2)cc1
21	O=C(CCn1nnc2ccccc2c1=O)N[C@@H](Cc1ccccc1)C(=O)O
22	COc1ccc(N2C(=O)CC(N3CCCC4CCCCC43)C2=O)cc1 (configuration not stated)
23	COc1cccc(-c2nc(CS(=O)(=O)CC(=O)NCCCN3CCc4ccccc4C3)c(C)o2)c1
24	O=C(CSc1nnc(-c2ccc(Br)cc2)o1)NC1CCCCC1

assay / entry	17	18	19	20	21	22	23	24
BAP1 inh	·	·	96	97	101	93	117	·
HePTP inhibitor	-11	6	-2	3	3	6	-1	-5

Some of these compounds in order of their number in HePTP inhibitor, descending:
# | mol | BAP1 inh | HePTP inhibitor
14 | COc1cccc(NC(=O)CCSc2nnc3scc(-c4ccccc4)n23)c1 | 101 | 13
18 | CCC(Oc1ccccc1)C(=O)N1CCN(c2ccc(Cl)cc2)CC1 (configuration not stated) | · | 6
4 | COCCNC(=O)C(c1cccs1)N(C(=O)Cn1nnc2ccccc21)c1cccc(C(C)=O)c1 (configuration not stated) | 123 | 5
20 | c1ccc(C2=Nn3c(nnc3-c3ccncc3)SC2)cc1 | 97 | 3
3 | COc1cc(CC(=O)Nc2ccc(S(=O)(=O)Nc3ncccn3)cc2)cc(OC)c1OC | 68 | 1
5 | Cn1c2ccccc2c2cc(C3Nc4ccccc4C(=O)N3Cc3ccccc3)ccc21 (configuration not stated) | · | -3
24 | O=C(CSc1nnc(-c2ccc(Br)cc2)o1)NC1CCCCC1 | · | -5

New compounds follow.
25	Fc1cccc(Cl)c1CSc1nc2ccccc2[nH]1
26	COCc1nc(-c2ccc(-c3ccccc3)nc2OC)no1
27	CCCCOC(=O)C1=C(C)NC2=C(C(=O)CC(C)(C)C2)C1c1ccc(C(=O)OC)cc1 (configuration not stated)
28	Clc1ccc(Cn2cc(/C=N/n3cnnc3)c3ccccc32)cc1
29	Cc1c(C=O)cc2c(c1C)OC1(C=C2)N(C)c2ccccc2C1(C)C (configuration not stated)
30	Cc1cc(=O)n(CC(C)O)c(O)c1C#N (configuration not stated)
31	Cc1ccc(S(=O)(=O)N(CC(O)CN2CCCCC2)c2cccc(C)c2)cc1 (configuration not stated)
32	Cc1nnc(SCC(=O)Nc2sc3c(c2C#N)CCCC3)[nH]c1=O

assay / entry	25	26	27	28	29	30	31	32
BAP1 inh	·	86	129	·	·	108&112	·	86
HePTP inhibitor	-2	8	·	2	11	·	-5	12&3

33	CC1=C(C#N)c2nc(N)c(C#N)c(C)c2/C1=C\c1ccco1
34	O=C(COc1ccc(Cl)cc1Cl)N1CCN(c2ccccc2)CC1
35	Cc1oc2c(O)c(O)ccc2c(=O)c1-c1ccccc1
36	O=C(Nc1cccc(S(=O)(=O)c2cccc(NC(=O)C3CC3)c2)c1)C1CC1
37	Cc1ccc(-c2nn3c(C)nnc3s2)cc1NC(=O)c1ccco1
38	CC1(C)CC(=O)C=C(Nc2ccc(F)c(F)c2)C1
39	O=S(=O)(NCc1ccncc1)c1cc(Cl)ccc1Cl
40	COc1cc(C(c2c(C)[nH]c3ccccc23)c2c(C)[nH]c3ccccc23)ccc1O

assay / entry	33	34	35	36	37	38	39	40
BAP1 inh	·	·	79	138	102	·	·	·
HePTP inhibitor	8	-8	3	3	2	8	-13	-7

41	CC(C)(C)c1cnnn1-c1ccc(N)cc1
42	COc1ccc(/C=N\Nc2nc(-c3ccccc3)cc(-c3ccccc3)n2)cc1OC
43	Nc1cccc2c1C(=O)N(C(=O)c1ccc(S(=O)(=O)N3CCCCCC3)cc1)C2=O
44	CCc1n[nH]c(=O)n1Cn1c(CC)n[nH]c1=O
45	O=C(/C=C/c1ccc(OCc2ccccc2)cc1)c1cccs1
46	c1cc(CNc2ccc3c(c2)OCCO3)ccn1
47	Cc1cccc(N(CC(N)=O)S(C)(=O)=O)c1C
48	C=CCNC(=O)c1cc(-c2ccccc2O)on1

assay / entry	41	42	43	44	45	46	47	48
BAP1 inh	·	·	124	112	·	78	149	98
HePTP inhibitor	-2	3	6	5	6	11	8	20

Next part:
| no. | SMILES | BAP1 inh | HePTP inhibitor |
| --- | --- | --- | --- |
| 49 | COc1ccc(CCn2c(O)c(/C=C3/C=c4ccccc4=NC3=O)sc2=S)cc1OC | · | -4 |
| 50 | CCOC(=O)C1=C(C)NC2=C(C(=O)c3ccccc32)C1c1ccc([N+](=O)[O-])cc1 (configuration not stated) | · | 1 |
| 51 | Cc1ccc(-c2c3c(=O)n(C)c(=O)n(C)c3cn2Cc2ccccn2)cc1 | 65 | 11 |
| 52 | COc1cccc(NC(=O)Nc2ccccc2C(=O)Nc2cccc(OC)c2)c1 | 61 | · |
| 53 | CCC12CN3CC(CC)(CN(C1)C3c1ccc(OC)cc1)C2=O (configuration not stated) | · | -7 |
| 54 | Cc1ccnc(SCCn2c(N3CCN(Cc4ccccc4)CC3)nc3c2c(=O)[nH]c(=O)n3C)n1 | 86 | 11 |
| 55 | CCCc1nnc(NC(=O)CCCC(=O)O)s1 | 103 | -1 |
| 56 | O=C(c1ccco1)N1CCN(c2cc(C(F)(F)F)nc3ncnn23)CC1 | 105 | 8 |
| 57 | COc1cc(/C=C2/SC(=S)N(c3ccccc3)C2=O)ccc1OC(=O)c1ccc(Cl)cc1 | · | 11 |
| 58 | Cc1onc(-c2ccccc2Cl)c1C(=O)Nc1sc(C)c(C)c1C#N | · | 1 |
| 59 | Cc1cc(C)nc(SCC(=O)NN=C2CCCCCC2)n1 | · | -19 |
| 60 | Cc1cc(C(=O)NCc2cccnc2)cs1 | 78 | 4 |
| 61 | CCSc1nc2c(c(=O)[nH]1)C(c1ccncc1)C(C(=O)OC(C)C)=C(C)N2 (configuration not stated) | · | 6 |
| 62 | COc1ccc(Br)cc1C1N2CC3(C)CN1CC(C)(C2)C3=O (configuration not stated) | 107 | -1 |
| 63 | COc1cc(OC)c(-c2nn3c(-c4ccco4)nnc3s2)cc1OC | · | 4 |
| 64 | CCCn1c(SCC(=O)Nc2cccc(NC(C)=O)c2)nnc1C(C)C | 75 | 7 |
| 65 | CCc1nnc(NC(=O)C2Cc3ccccc3C(=O)O2)s1 (configuration not stated) | 105 | -2 |
| 66 | N#CC1=C(N)OC2=C(C(=O)CCC2)C1c1ccncc1 (configuration not stated) | 102 | 9 |
| 67 | COc1ccccc1N(CC(=O)Nc1cccnc1)S(C)(=O)=O | 98 | 6 |
| 68 | CCOC(=O)/C(C(C)=O)=C1\OC(=O)c2ccccc21 | 105 | 5 |

Random excerpt: four compounds from above
| no. | SMILES | BAP1 inh | HePTP inhibitor |
| --- | --- | --- | --- |
| 43 | Nc1cccc2c1C(=O)N(C(=O)c1ccc(S(=O)(=O)N3CCCCCC3)cc1)C2=O | 124 | 6 |
| 48 | C=CCNC(=O)c1cc(-c2ccccc2O)on1 | 98 | 20 |
| 49 | COc1ccc(CCn2c(O)c(/C=C3/C=c4ccccc4=NC3=O)sc2=S)cc1OC | · | -4 |
| 66 | N#CC1=C(N)OC2=C(C(=O)CCC2)C1c1ccncc1 (configuration not stated) | 102 | 9 |

Remaining list, next part:
| no. | SMILES | BAP1 inh | HePTP inhibitor |
| --- | --- | --- | --- |
| 69 | O=C(/C=C/c1ccccc1)N1CCN(c2ccc(Cl)cc2)CC1 | · | -10 |
| 70 | C[C@@H]1C[C@H](O)c2cc(Cl)ccc2N1 | 98 | 4 |
| 71 | COc1ccc(/C=C2/SC(=S)N(Cc3ccccc3)C2=O)cc1OC | · | 2 |
| 72 | CCOc1ccc(OCC)c(NC(=O)c2[nH]c(C)c(C(C)=O)c2C)c1 | 48* | 8 |
| 73 | COc1ccc(C2CC(c3ccc([N+](=O)[O-])cc3)=NN2)cc1 (configuration not stated) | · | 0 |
| 74 | O=C1C2ON(c3ccccc3)C(c3ccc(Br)cc3)C2C(=O)N1c1ccccc1C(F)(F)F (configuration not stated) | · | -2 |
| 75 | COCCCNC(=O)c1c(N)n(-c2cccc(S(N)(=O)=O)c2)c2nc3ccccc3nc12 | 338 | 2 |
| 76 | O=C(Cn1cc2c(n1)CCCC2)Nc1cc(-c2cccc(Cl)c2)no1 | 97 | 6 |
| 77 | Cc1cc(=O)n(CC(C)C)c(O)c1C#N | 128 | -2 |
| 78 | NC(=O)c1ccccc1NC(=O)c1ccccc1C(=O)O | · | 4 |
| 79 | CCC(C)NC(=O)CN(c1ccc(OC)cc1OC)S(=O)(=O)c1ccc(C)cc1 (configuration not stated) | · | -2 |
| 80 | Cc1csc(NC(=O)c2ccc(Cl)cc2[N+](=O)[O-])n1 | · | 7 |
| 81 | CCC1CCc2c(sc3ncnc(N4CCOCC4)c23)C1 (configuration not stated) | 97 | 6 |
| 82 | CN(C)S(=O)(=O)CC12CCC(CC1=O)C2(C)C (configuration not stated) | 68 | -5 |
| 83 | COc1cc(NC(=O)c2cccc(Br)c2)cc(OC)c1 | · | 3 |
| 84 | CCN1C(=O)/C(=C2\SC(=O)N(Cc3ccccc3)C2=O)c2ccccc21 | · | 7 |
| 85 | COc1cccc(NC(=O)c2c(Cl)cccc2Cl)c1 | · | 7 |
| 86 | CCOC(=O)C1=C(N)n2c(s/c(=C\c3ccco3)c2=O)=C(C(=O)OCC)C1c1ccco1 (configuration not stated) | 58 | 7 |
| 87 | Cc1ccc2[nH]c3c(N4CCN(Cc5ccc6c(c5)OCO6)CC4)ncnc3c2c1 | 204 | 8 |
| 88 | COc1ccccc1-c1coc2cc(OCc3ccccc3)ccc2c1=O | · | 4 |

Part of the list above, with values under each structure:
Fields: BAP1 inh	HePTP inhibitor
25) Fc1cccc(Cl)c1CSc1nc2ccccc2[nH]1
    ·	-2
41) CC(C)(C)c1cnnn1-c1ccc(N)cc1
    ·	-2
28) Clc1ccc(Cn2cc(/C=N/n3cnnc3)c3ccccc32)cc1
    ·	2
2) Cc1ccc(Cl)cc1N1CCN(C(=O)CN2C(=O)c3cccc4cccc2c34)CC1
    ·	9
23) COc1cccc(-c2nc(CS(=O)(=O)CC(=O)NCCCN3CCc4ccccc4C3)c(C)o2)c1
    117	-1

(next part)
| no. | SMILES | BAP1 inh | HePTP inhibitor |
| --- | --- | --- | --- |
| 89 | CC1CCN(CC(=O)N2c3ccccc3C(C)(c3ccccc3)CC2(C)C)CC1 (configuration not stated) | 179 | · |
| 90 | Cc1ccc(N2C(=O)c3ccc(Oc4ccc(N)cc4)cc3C2=O)c(C)c1 | 92 | · |
| 91 | Fc1ccc(-c2nnc(-c3ccc(F)cc3)o2)cc1 | · | 5 |
| 92 | Cn1c(=O)n(Cc2ccccc2)c2ccccc21 | 95 | 12 |
| 93 | COc1cc(OC)c(NC2c3ccccc3C(=O)N2c2cc(C)ccn2)cc1Cl (configuration not stated) | 92 | -27 |
| 94 | O=C(C(c1ccccc1)c1ccccc1)N1CCN(C2CCN(Cc3ccccc3)CC2)CC1 | · | 6 |
| 95 | COC(=O)c1c(N=CN(C)C)c(C#N)c2n1CCCC2 | 91 | 7 |
| 96 | CCOC(=O)Cn1nc(-c2ccc(Cl)cc2)ccc1=O | 103 | 10 |
